Assay outcomes: PubChem BioAssay, Sanford-Burnham Center for Chemical Genomics
APJ agonist: agonists of human apelin receptor APJ, primary screen, CHO-K1 cells, PathHunter beta-arrestin, luminescence; 0% DMSO wells, 100% apelin; activation, % at 20 µM; actives 0.11% (n = 330,000); AID 2520, 2010;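 active means activation more than six SD over the plate average, tested at 20 µM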;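 further: 0% = DMSO alone and 100% = apelin-13 at 10 nM; some results filed as inactive read as strong as hits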
Target sequence (P35414 whole entry, looked up): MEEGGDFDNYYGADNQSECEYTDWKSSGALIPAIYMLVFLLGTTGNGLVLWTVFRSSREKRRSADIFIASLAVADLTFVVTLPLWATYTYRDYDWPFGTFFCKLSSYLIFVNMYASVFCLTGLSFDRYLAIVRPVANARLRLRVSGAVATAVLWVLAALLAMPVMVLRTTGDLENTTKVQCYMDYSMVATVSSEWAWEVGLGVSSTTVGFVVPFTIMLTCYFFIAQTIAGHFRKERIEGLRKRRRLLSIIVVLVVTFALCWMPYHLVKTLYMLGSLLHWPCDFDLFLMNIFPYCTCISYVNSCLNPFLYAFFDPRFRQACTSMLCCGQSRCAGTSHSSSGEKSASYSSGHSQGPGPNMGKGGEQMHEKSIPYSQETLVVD
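system = engineered CHO-K1 APJ arrestin reporter cells | input = 1000 cells per well | timing = overnight seeding, 90 min compound at 25 °C, 1 h detection | measured by = enzyme-fragment complementation luminescence | read-out = beta-arrestin recruitment to APJ as agonist activity, luminescent signal | control set = negative DMSO alone, positive Apelin-13 at 10 nM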
UPR XBP1 act: activators of adaptive XBP1 UPR arm, primary screen, cell-based, CHO-XBP1 luciferase reporter, luminescence, uHTS; IRE1-XBP1 UPR activation; percent of tunicamycin response, DMSO as zero; activation, % at 20 µM; actives 0.33% (n = 330,000); AID 463104, 2010;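 active means versus positive control, 20 µM dose yields 30% or more activation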;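 further: 100% = tunicamycin at 10 µg/mL and 0% = DMSO only wells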
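Signal: luciferase luminescence; Assay system: CHO-XBP1 luciferase reporter cells; Amount: one thousand reporter cells per well; Dosing: 20 µM single concentration, DMSO 1%; Benchmarks: high control tunicamycin 10 µg/mL final, low control DMSO vehicle only; Schedule: 6 h compound exposure at 37 °C, 5% CO2; Evaluation: percent activation relative to tunicamycin reference.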
APJ antag: antagonists of human apelin receptor APJ, primary screen, CHO-K1 cells, beta-arrestin complementation, luminescence | P35414 | inhibition, % at 20 µM | actives 0.32% (n = 330,000);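 active means inhibition above about 40% at 20 µM, limit read from the data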;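 further: cells challenged with 10 nM apelin-13 agonist together with compound; plate controls were apelin-13 plus DMSO wells for no effect and DMSO wells lacking apelin-13 for full effect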
697 NFkB inh: inhibitors of PMA/ionomycin-induced NF-kB reporter, 697 cells, primary screen, B-cell NF-kB inhibitor project, cell-based, luminescence, uHTS; 697 B-cell NF-kB luciferase reporter, 16 h; inhibition, % at 4 µM; actives 0.33% (n = 330,000); in the data active means inhibition above about 35%
Jurkat NFkB inh: inhibitors of induced NF-kB luciferase reporter, primary screen, TCR NF-kB activation inhibitor project, cell-based, luminescence, uHTS. actives 0.53% (n = 330,000). inhibition, % at 4 µM. Jurkat, PMA/ionomycin-induced NF-kB luciferase reporter; in the data active means inhibition above about 50%
Mdm2-MdmX inh: inhibitors of human Mdm2-MdmX association, primary screen, cell-based, luminescence, split luciferase, SaOS-2, uHTS; Protein Mdm4 (Homo sapiens) + E3 ubiquitin-protein ligase Mdm2 (Homo sapiens), …; SaOS-2 split-luciferase Mdm2/MdmX complementation; inhibition, % at 8 µM; actives 3% (n = 330,000); AID 485346, 2010;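 active means inhibition of at least 50% at 8 µM in the primary screen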
CHOP UPR activ: activators of apoptotic CHOP UPR arm, primary screen, cell-based, CHO-CHOP luciferase reporter, luminescence, uHTS; AID 449763, 2010; activation, % at 10 µM; actives 0.34% (n = 330,000); UPR activation; percent of tunicamycin response over DMSO baseline;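 active means at 10 µM dose, activation of 40% or more, normalized to positive control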;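 further: 100% = tunicamycin at 10 µg/mL and 0% = DMSO alone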
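measured by = luciferase luminescence | assay system = CHO-CHOP cells, stable luciferase reporter of PERK-eIF2a-CHOP signalling | amount = 500 reporter cells seeded per well | timing = 6 h compound exposure at 37 °C after overnight seeding | controls = positive tunicamycin 10 µg/mL, negative DMSO alone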
tim23-1 inh: growth inhibitors of tim23-1 mutant yeast, primary screen, luminescence, uHTS. S. cerevisiae tim23-1 growth, BacTiter-Glo luminescence, 24 h. inhibition, % at 20 µM. actives 1.3% (n = 330,000). AID 463212, 2010;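 active means growth inhibition of the mutant yeast at or above 50%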;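 further: temperature-sensitive mutant grown at 25 °C; plate controls were DMSO-treated mutant yeast for no effect and medium wells lacking yeast for full effect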
An asterisk follows results filed as active.

SMILES	tim23-1 inh	APJ agonist	UPR XBP1 act	Jurkat NFkB inh	CHOP UPR activ	697 NFkB inh	APJ antag	Mdm2-MdmX inh
Cn1c(CNC(=O)CCNC(=O)c2ccc(Br)cc2)cc(=O)n(C)c1=O	-4	2	-8	8	-0.4	-24	-19	11
CC1CCN(c2ccccc2N)CC1	0	-2	2	4	-0.7	23	-3	17
COc1cc(NC(=O)CSc2ccc3c(c2)OCCO3)cc(OC)c1OC	18	-2	-4	-6	0.6	-26	-10	-1
Cc1cc(C)n(-c2ccc(C(=O)Nc3cccnc3)cc2)n1	1	1	-2	-4	-1.0	0	4	7
Cc1nc(C(F)(F)F)ccc1C(=O)Nc1ccc(C(F)(F)F)cn1	4	-3	-1	-26	1.3	-10	7	17
COc1cc(Br)c(C(C)NC(=O)c2cccc(Br)c2)cc1OC (configuration not stated)	21	-3	-1	7	-0.2	-17	1	-12
COc1ccc(C(=O)Nc2ccc(NC(=O)c3cnccn3)cn2)cc1	6	1	15	-23	4.7	-1	2	30
CCC(C)OC(=O)c1[nH]c2c(c1C)C(=O)CC(c1ccc(N(C)C)cc1)C2 (configuration not stated)	34	1	2	-3	4.5	-22	-33	-41
COc1ccc2nc(N(Cc3ccccc3)C(=O)CCNC(C)=O)sc2c1	16	15	2	-46	1.0	10	4	12
CC(=O)OC1=Cc2c(ccc3ccc(=O)oc23)OC1(C)C	20	-4	-3	-5	1.2	9	-3	1
COc1ccc(OC)c(/C=N/NC(=O)c2c(C)nc3ccc(C)cn23)c1	16	0	-1	-16	-0.1	-8	4	-12
CN(c1ccc(C(=O)NCCSCc2c(F)cccc2Cl)cc1)S(C)(=O)=O	16	-2	1	-21	-1.6	-4	7	21
CCCCC(CC)CNC(=O)c1[nH]c(C)c(C(C)=O)c1C (configuration not stated)	32	-3	-4	13	1.8	-9	7	17
CC(C)C(=O)Nc1ccc(Br)cc1Cl	17	-3	-2	-9	-0.1	-15	8	-2
Cc1ccc(NC(=O)c2ccco2)cc1NC(=O)CSc1nnc(-c2cccs2)n1C	11	-4	5	4	0.6	12	-20	-4
CC1(C)Cc2c(sc3nc(C4CCCCC4)n(N)c(=O)c23)CO1	16	1	-4	-12	1.6	-40	6	-3
Cc1cc(C)cc(C(=O)Nc2cccnc2)c1	11	-2	-3	8	2.5	6	17	16
CNS(=O)(=O)c1cccc(C(=O)OCC(=O)c2cc(C)n(-c3ccc4c(c3)OCO4)c2C)c1	11	3	4	-15	1.4	-6	11	28
Cc1cc(C)nc(N(C#N)Cc2cccc(Cl)c2)n1	31	-2	1	3	-0.7	4	5	21
CC(NC(=O)C1CCCN1S(=O)(=O)c1cccc2cccnc12)c1ccccc1 (configuration not stated)	16	-2	-1	6	1.3	13	8	19
COc1ccc(N(C)S(=O)(=O)c2ccc3c(c2)NC(=O)CO3)c(OC)c1	-5	1	0	-2	0.3	0	18	21
O=C(COC(=O)COc1ccc2ccccc2c1)NCC(F)(F)F	1	0	-1	13	0.5	15	-5	2
Cc1ncoc1C(=O)NC1CC(C)(C)Cc2c1cnn2-c1ccccc1 (configuration not stated)	9	5	-6	2	1.6	7	5	6
O=C(CSc1ccccn1)Nc1ccc(Cl)cn1	9	-2	1	-6	2.7	-9	-13	7
COc1ccc(NC(=O)c2csc(C)c2)cc1OC	11	-6	0	2	3.7	3	-1	31
O=C(CC1C(=O)NCCN1Cc1ccccc1C(F)(F)F)NC1CCCC1 (configuration not stated)	23	-4	-3	-13	1.6	9	8	14
CCc1nnc(SCC(=O)Nc2ccc(NC(C)=O)cc2)n1-n1cccc1	2	-3	-1	0	-1.0	3	19	24
CCc1ccc(CN(C)Cc2nc(-c3cccc(Cl)c3)no2)nc1	28	-5	-2	-6	-0.7	0	3	12
CCOC(=O)N1CCN(C/C(C)=C/c2ccccc2)CC1	4	-3	2	8	-1.4	17	4	4
CN1CCN(c2ccc(C(CC(N)=O)NC(=O)Cc3cccc4ccccc34)cc2[N+](=O)[O-])CC1 (configuration not stated)	3	12	2	-3	-0.9	3	6	-8

Part of the list above, with values under each structure.
Fields – tim23-1 inh | APJ agonist | UPR XBP1 act | Jurkat NFkB inh | CHOP UPR activ | 697 NFkB inh | APJ antag | Mdm2-MdmX inh
- CNS(=O)(=O)c1cccc(C(=O)OCC(=O)c2cc(C)n(-c3ccc4c(c3)OCO4)c2C)c1
    11 | 3 | 4 | -15 | 1.4 | -6 | 11 | 28
- Cc1cc(C)nc(N(C#N)Cc2cccc(Cl)c2)n1
    31 | -2 | 1 | 3 | -0.7 | 4 | 5 | 21

Carrying on.
SMILES	tim23-1 inh	APJ agonist	UPR XBP1 act	Jurkat NFkB inh	CHOP UPR activ	697 NFkB inh	APJ antag	Mdm2-MdmX inh
O=C(Nc1ccccc1C(=O)N1CCCCC1)C1CCCCC1	4	-3	-2	-5	0.4	14	0	16
O=S(=O)(c1ccccc1)N(Cc1ccccn1)Cc1ccccn1	14	2	-6	1	0.6	10	-1	2
O=[N+]([O-])c1ccc2c(c1)nc1n2CCN(c2ccccc2)C1	-5	-9	-1	-6	5.8	-12	11	9
CC(=O)c1ccc(OCCCC(=O)N2CCN(S(=O)(=O)c3cc(C)ccc3C)CC2)cc1	12	-1	-3	7	0.0	-27	7	13
COc1ccc(-c2csc(NC(=O)Nc3ccccc3)n2)cc1	-6	1	-2	7	3.5	-11	-5	23
N#CCCN=C(NS(=O)(=O)c1ccccc1)c1ccccc1	7	1	-3	-24	0.4	16	-52	27
NC12NC(=O)C3(O)C4C5CC(C6C5C3C61)C42 (configuration not stated)	0	-1	1	8	0.8	6	2	28
Cc1cc(C)nc(SCC(=O)Nc2ncccn2)n1	5	2	-1	8	-1.3	-10	-14	7
O=C1CSC(c2ccccc2)N1c1ccc([N+](=O)[O-])cc1 (configuration not stated)	8	-1	1	-9	0.4	5	-9	33
CCC(=O)c1ccc(N2CCN(C(=O)c3ccccc3Br)CC2)c(F)c1	41	0	1	12	-0.6	14	10	-14
CCC(=O)NCc1c(Cl)cccc1-n1cccc1	6	-4	0	11	-1.2	13	3	-13
O=C(Nc1cccc(Br)c1)c1ccc(CN2CCc3ccccc3C2)cc1	63*	0	3	37	2.2	-24	-20	25
CC(=O)c1c(O)cc(=O)n(-c2ccccc2)c1-c1cccc2ccccc12	-5	0	-3	-5	3.4	-9	-12	7
COc1ccc(CCN=C(N)NS(=O)(=O)c2ccc(C)cc2)cc1OC	3	-2	1	2	-0.9	-3	12	-5
COC(=O)CSc1nnc(CNC(=O)c2ccccc2OC)n1C	-4	-5	0	4	0.1	14	-14	3
CCCC(c1nnnn1CCOC)N1CCN(Cc2ccccc2)CC1 (configuration not stated)	9	-6	0	1	2.8	0	17	12
Cc1cc(-n2[nH]c(C)c(C)c2=O)nc(-c2ccccc2O)n1	31	-4	-1	19	-2.4	0	10	8
C/C(=N/OC(=O)c1ccccc1Br)c1ccc(C)cc1	40	-2	-2	-56	3.5	-54	9	-61
NC(=O)CC(NC(=O)Cc1ccc(Br)cc1)c1ccc(NCc2ccccn2)c([N+](=O)[O-])c1 (configuration not stated)	1	-5	-2	5	0.7	11	0	16
CC(C)CNC(=O)c1cccc(Cn2cc(Cl)cn2)c1	8	-3	5	-1	-0.1	3	9	10
Cc1cccc(CN2CCC(N3CC(C)OC(C)C3)CC2)c1 (configuration not stated)	2	-3	-2	7	1.3	-13	18	-19
COc1cc(NC(=O)CSCc2cnn(-c3ccccc3)c2-n2cccc2)cc(OC)c1	21	-1	-2	-23	-5.4	-3	7	11
CCCc1cc(C(N)=O)c(NC(=O)c2cc(C)on2)s1	48	2	1	-8	-0.7	21	23	5
Cc1ccc(NC(=O)c2cccc(OCc3c(C)noc3C)c2)cc1	-7	2	0	-14	2.0	-24	12	-3
COc1ccccc1CNC(=O)CCCNC(=O)Cn1cnc2sc(C)c(C)c2c1=O	-12	-1	0	1	0.6	-2	6	15
NS(=O)(=O)c1ccc(CNC(=O)c2cc(=O)c3ccccc3o2)cc1	-7	-4	0	-5	0.6	6	24	7
CCCNC(=O)CSc1nc2ccccc2c(=O)n1CCC	-6	-3	1	-4	-0.3	2	10	16
CCN1CCN(C(=O)CCn2c(=O)c3cccn3c3cccnc32)CC1	-7	1	-3	-7	-2.3	24	3	0
CCn1cc(C(=O)N[C@H](C(=O)NCCCN2CCOCC2)C(C)C)c(=O)c2cc3c(cc21)OCO3	-6	0	-3	-4	0.0	-8	12	14
COC(=O)Cc1ccc(NC(=S)N2CCN(CCO)CC2)cc1	-1	-2	-1	-28	2.0	-22	14	12

Carrying on:
SMILES	tim23-1 inh	APJ agonist	UPR XBP1 act	Jurkat NFkB inh	CHOP UPR activ	697 NFkB inh	APJ antag	Mdm2-MdmX inh
CCOc1ccc(-n2c(SCC(=O)Nc3ccc(Br)cc3)nc3n[nH]c(C)c3c2=N)cc1	-6	-2	-1	28	12	19	-11	53*
CC(C)(C)NC(=O)CSc1nc(N)c(-c2ccccc2)c(=O)[nH]1	8	0	2	1	-0.1	-2	-2	5
CC(C)(C)NC(=O)Cn1c(SCC(=O)NCc2cccs2)nc2ccccc21	-2	1	3	3	-0.2	-5	-1	4
O=C(O)/C=C/C(=O)Nc1cc(F)ccc1F	14	-3	-3	-7	-3.1	-13	6	18
CCOC(=O)/C=C1\SCC(=O)N1CC(=O)Nc1ccccc1OC(F)F	7	-6	2	-6	0.4	-8	12	1
N#Cc1ccc(S(=O)(=O)Nc2ccccc2N2CCOCC2)cc1	4	-3	1	-99	-2.5	7	-2	0
O=C(CCN1C(=O)/C(=C\c2ccccc2F)SC1=S)Nc1ccc(C(=O)O)c(O)c1	9	10	1	-1	0.1	-10	-4	5
COc1ccc(NC(=O)CSc2ncnc3sc(C)cc23)cc1	12	0	5	8	0.5	9	-1	12
Cc1c(NC(=O)COc2cccc(Cl)c2Cl)c(=O)n(-c2ccccc2)n1C	7	-4	1	3	1.2	12	8	-7
Cc1cc(C)cc(NS(=O)(=O)c2ccc(F)cc2)c1	-10	-3	-2	7	-0.4	-4	-2	4
Cc1ccc(S(=O)(=O)CCC(=O)NCc2ccco2)cc1	16	-4	0	0	0.2	14	2	18
N#CCOc1nc(N2CCOCC2)nc(N2CCOCC2)n1	-1	-2	5	4	-0.3	1	-5	31
CC(C)n1nccc1NC(=O)COC(=O)c1ccc(NC(N)=O)cc1	-11	-1	-2	-7	-0.5	9	8	9
CC1CCN(C(=O)C(Cc2ccccc2)NS(=O)(=O)c2ccc3c(c2)oc(=O)n3C)CC1 (configuration not stated)	2	0	-4	8	-0.2	1	8	9
Cc1ccc(-c2noc(CCC(=O)Nc3ccc(C)cn3)n2)cc1	11	-1	-2	11	1.6	5	5	8
CC(=O)N(CCC1(C(C)C)CCOC(C)(C)C1)C(C)c1cccs1 (configuration not stated)	12	1	1	-10	1.4	-11	10	9

The order is random; about 5% have a hit in one of these screens.
